Assay outcomes from PubChem.
Dynein cargo inh = inhibitors of GR-EGFP nuclear translocation, primary screen, dynein cargo transport inhibitor project, imaging, high-content, 3617.4 mouse cells; test concentration mostly 20 µM; stimulated with dexamethasone, 1 µM; hits give low values; z-score, hits read low; 0.47% of 220,000 active; AID 1381, 2008;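 active means plate z-score of nuclear minus cytoplasmic receptor signal below a set negative limit, without overly bright fluorescence or cell loss, cut at about -3.5 in these data, passing the limit was not always enough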;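 further: z-score of nuclear minus cytoplasmic ring GR-EGFP intensity difference per well; some compounds called inactive have numbers as strong as hits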
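Buffer or medium – tet-free medium with charcoal-stripped serum · Signal – automated 10x imaging of fixed Hoechst-stained cells · Also added – dexamethasone agonist, 1.0 µM final, for 30 min · Incubation – induction 48 h, compound 1 h, agonist 30 min · Read-out – GR-EGFP nuclear translocation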
MT stabilizer = microtubule stabilizers in HeLa cells, primary screen, imaging, high-content imaging | 0.83% of 200,000 active | AID 2205, 2009 | HeLa tubulin immunostaining HCS, 24 h; share of cells brighter than vehicle mean+2SD | % tubulin-high responders, % at 10 µM;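 active means plate Z-score above 3 for both tubulin-high and condensed-nucleus cell shares, with cell loss under 80%, at 10 µM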;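 further: anti alpha tubulin signal scored within the nucleus-defined area of each cell; some results filed as inactive read as strong as hits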
Insulin prom up = insulin promoter activators in MIN6 cells, imaging, high-content screening, mouse beta cells. MIN6 insulin promoter-GFP reporter; hits give high values. z-score at 5 µM. 0.3% of 190,000 active;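 active means z-score above 3 at 5 µM with at least 500 cells counted in the well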
HEK293 NOD2/NF-kB = NOD2 signaling inhibitors, cell-based, luminescence, uHTS, HEK293 (AID 1566); HEK293 NOD2/NF-kB luciferase reporter, luminescence; higher % means a stronger effect; inhibition, % at 4 µM, or EC50 in µM where a hit was titrated; 0.63% of 290,000 active; in the data active means inhibition above about 50%; further: many of its hits are not listed in these tables
bCat nuc transl = modulators of beta-catenin nuclear translocation, primary screen, imaging, HeLa cells, immunofluorescence, high-content; nuclear translocation activity, % at 5 µM; 0.3% of 190,000 active; AID 1665, 2009;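 active means nuclear translocation activity above 50% at 5 µM, with a well cell count of 50 or more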;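 further: per-cell ratio of nuclear to cytoplasmic median beta-catenin stain intensity; plate controls were DMSO negative control for no effect and GSK-3 inhibitor IX positive control for full effect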
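Test system: human HeLa cell line; Doses: 5 µM primary, 0.02–20 µM confirmation; Incubation: 24 h compound exposure, 37°C; Detection: beta-catenin immunofluorescence imaging with DAPI; Read-out: beta-catenin nuclear/cytoplasmic ratio, % activation.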
M17LAP inhibition = P. falciparum M17LAP inhibitors, primary screen, biochemical, fluorogenic H-Leu-NHMec substrate, 1536-well (AID 1619). Leucine aminopeptidase (Plasmodium falciparum (isolate 3D7)). recombinant M17LAP, H-Leu-NHMec fluorogenic kinetic assay; higher % means a stronger effect. inhibition, % at 30 µM, or IC50 in µM where a hit was titrated. 0.38% of 220,000 active;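 active means compound inhibiting the enzyme by more than half at any dose during confirmatory dose-response retesting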;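 further: plate controls were full reaction with DMSO carrier for no effect and no enzyme background for full effect; strong numbers were not always called active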
NOD1 inhibition = NOD1 signaling inhibitors, primary screen, cell-based, luminescence, uHTS (AID 1578); 1% of 290,000 active; NOD1-driven NF-kB luciferase reporter cells, luminescence; higher % means a stronger effect; inhibition, % at 4 µM, or EC50 in µM where a hit was titrated; in the data active means inhibition mostly above about 36%, no sharp cut-off; inactive means mostly below about 34%;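 further: HEK-293T reporter cells stimulated with the NOD1 agonist gamma-tri-DAP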
Yfh1-depleted yeast = enhancers of respiration in Yfh1-depleted yeast, dose response, Friedreich's ataxia, plus single-dose screen (AID 1465) | S. cerevisiae Yfh1-off respiration, WST-1 reduction, 72 h; higher fold induction means a stronger effect | fold induction at 50 µM, or EC50 in µM where a hit was titrated | 0.074% of 220,000 active;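 active means fold induction of absorbance versus untreated yeast above a set limit, then at least 30% activation at any dose in follow-up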;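 further: activators that raise dye reduction in frataxin-depleted yeast; strong numbers were not always called active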
Autophagy mod = autophagy modulators in MEF cells, primary screen, imaging, high-content, MEF GFP-LC3 | MEF GFP-LC3 puncta imaging; test concentration mostly 10 µM | calls only at 10 µM (by protocol) | 0.98% of 190,000 active;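 active means percentage of spot-positive cells more than 3 SD above its plate mean, without a fluorescence outlier flag or 80% toxicity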;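 further: spot-positive cell cutoff set from DMSO-treated cells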
Dynein cargo inh cytoplasmic EGFP = recorded beside Dynein cargo inh, whose call it bears; z-score; measured here: cytoplasmic GR-EGFP intensity; hits give high values
Dynein cargo inh nuclear GR-EGFP = second read-out of Dynein cargo inh, no call of its own (marks repeat the call); z-score; measured here: nuclear GR-EGFP intensity;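 lower value marks the stronger effect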
Dynein cargo inh cell count = also measured in Dynein cargo inh; calls as there; z-score; measured here: cell count per field
Insulin prom up cell count = second read-out of Insulin prom up, no call of its own (marks repeat the call); cell count; measured here: cytotoxicity, nuclei count;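 total cells summed across four imaged fields per well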
bCat nuc transl cell count 5 µM = also measured in bCat nuc transl; calls as there; cell count; measured here: cell count, cytotoxicity flag
MT stabilizer Hoechst-high % = also measured in MT stabilizer; calls as there; % Hoechst-high responders; measured here: nuclear condensation Hoechst responders;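 share of cells brighter than vehicle mean plus two SD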
MT stabilizer cytotoxicity % = also measured in MT stabilizer; calls as there; toxicity, %; measured here: cytotoxicity by cell density;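 0% = mean cell density of plate MIN control wells and 100% = no cells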
Autophagy mod cell loss 18 h = recorded beside Autophagy mod, whose call it bears; toxicity, %; measured here: cell loss, nuclei count;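 cell loss after 18 h compound exposure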
* hit, by the source's call; i = inactive; . = no result given.

Every second line gives: Dynein cargo inh	Dynein cargo inh cytoplasmic EGFP	Dynein cargo inh nuclear GR-EGFP	Dynein cargo inh cell count	MT stabilizer	MT stabilizer Hoechst-high %	MT stabilizer cytotoxicity %	Insulin prom up	Insulin prom up cell count	HEK293 NOD2/NF-kB	bCat nuc transl	bCat nuc transl cell count 5 µM	M17LAP inhibition	NOD1 inhibition	Yfh1-depleted yeast	Autophagy mod	Autophagy mod cell loss 18 h
- C=CCN1C(=O)/C(=C/c2cc(C)n(-c3ccccn3)c2C)C(=O)NC1=S
 : -0.92	0.27	-0.22	0.7	3.2	2.6	2.0	0.27	1278	-10%	9.2	1008	39%	-40%	i	i	12
- CCN1CCN(Cc2cc(OC)c(OC)cc2[N+](=O)[O-])CC1
 : 0.68	-0.2	1.1	-0.3	2.8	2.4	4.3	0.94	1268	-3%	-2.3	1456	14%	-15%	i	i	20
- Cc1ccc(OP(=O)(O)Oc2ccc(C)cc2)cc1
 : 0.15	-0.19	0.62	0.66	2.9	1.7	4.7	.	.	.	.	.	.	.	i	i	10
- CCn1c(O)c(C=Nc2ccc(S(N)(=O)=O)cc2)c(=O)n(CC)c1=S
 : 1.2	-0.22	0.63	-0.2	2.3	2.1	7.7	0.67	1422	18%	4.0	573	13%	-4%	i	i	6
- CCOc1ccc(NC(=O)c2c(C)nn(Cc3ccccc3)c2Cl)cc1
 : 0.83	-0.18	0.73	-0.53	2.7	2.4	7.9	0.3	1646	12%	-2.3	1087	-5%	-14%	i	i	1
- C=C(C)Cn1c(=O)n(CC2CS2)c2ccccc21 (centres undefined)
 : 0.51	-0.12	0.32	-0.7	3.5	3.0	0.9	-0.08	1253	15%	0.7	870	-6%	9%	i	i	2
- COc1ccccc1N1C(=O)NC(=O)/C(=C/c2ccc3c(c2)Cc2ccccc2-3)C1=O
 : 0.16	-0.26	0.13	-0.55	2.0	3.9	6.5	1.2	1302	-29%	-0.9	918	6%	-48%	i	i	2
- O=C(Cn1ncc2ccsc2c1=O)N1CCC2(CC1)OCCO2
 : -0.71	-0.17	-0.28	0.78	2.9	2.8	9.5	-0.34	1608	3%	0.6	1260	6%	10%	i	i	-7
- CC1(O)C[C@]2(C)N(O)C3CCCC[C@@H]3N2O1 (some centres undefined)
 : 2.5	0.1	1.3	-2.3	5.7	3.5	11	0.89	1796	0%	-3.2	1143	4%	22%	i	i	-19
- O=C1NC(=O)N(c2ccc(Cl)cc2)C(=O)/C1=C/c1coc2ccc(O)cc2c1=O
 : 0.3	-0.18	0.58	-0.56	.	.	.	0.4	1020	2%	-0.7	1343	27%	4%	i	.	.
- CCOC(=O)c1c(C)c(C(=O)N2CCC3(CC2)OCCO3)c(C)n1CC
 : -0.19	-0.13	0.12	0.1	2.0	4.3	3.1	0.29	1822	7%	-0.9	1052	-8%	-4%	i	i	31
- Cc1c(C=C2C(=O)N(C)C(=O)N(C)C2=O)c(=O)n(-c2ccccc2)n1C
 : 0.58	-0.22	0.28	-0.53	1.7	3.8	11	0.08	1428	5%	-0.5	983	19%	-24%	i	i	-4
- CCOC(=O)C1CCN(/C=C2/C(=O)NC(=O)N(c3cccc(C)c3C)C2=O)CC1
 : 0.99	-0.19	1.5	-1.1	1.6	1.7	11	0.16	1539	2%	0.7	939	-75%	-25%	i	i	-16
- CCOC(=O)C(O)(c1ccc(N(C)C(=O)c2ccc(Cl)c(Cl)c2)cc1)C(F)(F)F (centres undefined)
 : 0.046	-0.24	0.054	-0.3	2.2	2.5	10.0	-0.36	1266	4%	-3.4	542	-5%	-24%	i	i	7
- CC(C)OP(=O)(OC(C)C)C(NCc1ccccc1)c1ccccc1 (centres undefined)
 : -0.017	0.29	0.5	-0.57	3.4	2.5	10	0.18	1757	-32%	-2.0	977	-8%	-3%	i	i	-9
- CCN1CCN(C(=O)COc2ccc(S(=O)(=O)NC(C)C)cc2)CC1
 : -0.51	-0.16	-0.69	-0.2	3.4	1.6	6.9	2.4	842	3%	0.2	989	-3%	-12%	i	i	1
- CCn1c(O)c(/C=N/NC(=O)c2ccccc2)c(=O)n(CC)c1=S
 : -0.16	-0.15	0.37	0.7	.	.	.	0.4	1070	11%	-0.2	1238	13%	-1%	i	.	.
- COC(=O)C1C2c3ccccc3OC1(C)N=c1s/c(=C/c3cn(C)nc3C)c(=O)n12 (centres undefined)
 : -0.69	-0.23	-0.046	0.78	2.2	3.2	8.1	0.37	1597	4%	-0.4	1432	2%	-31%	i	i	2
- CC(=O)N1N=C2C3CCN(CC3)C2C1c1ccc(Br)cc1 (centres undefined)
 : -0.13	-0.24	0.47	0.36	.	.	.	-0.34	967	6%	0.7	1312	.	-3%	.	.	.
- O=C(CN1CC=C(c2ccccc2)CC1)Nc1c(Cl)cccc1Cl
 : 0.0059	-0.29	-0.21	0.16	4.7	3.7	2.3	-0.73	1504	13%	-0.3	1054	7%	31%	i	i	-10
- Cc1ccc(N(C)C(=O)Oc2ccc(C(=O)c3ccc(Cl)cc3)cc2)cc1
 : 1	-0.24	0.027	-0.55	1.4	1.5	12	-0.39	1420	-8%	0.4	1072	-2%	18%	i	i	9
- O=C(Nc1ccccc1F)OC1CN2CCC1CC2 (centres undefined)
 : -0.0035	-0.24	-0.048	0.27	.	.	.	-0.39	1368	-6%	-1.8	1136	1%	-13%	i	.	.
- O=C1NC(=O)N(CCC2=CCCCC2)C(=O)/C1=C/c1cccs1
 : 0.63	-0.2	0.27	-0.27	.	.	.	0.3	1049	2%	0.1	1235	-3%	1%	i	.	.
- CC(C)CN1CCN(Cc2ccc(F)cc2Cl)CC1CCO (centres undefined)
 : -0.74	-0.22	-0.42	0.67	.	.	.	0.21	1039	-3%	0.7	1354	-11%	-10%	i	.	.
- Cc1c(N)c(C)c([N+](=O)[O-])c(C)c1[N+](=O)[O-]
 : -0.68	-0.36	0.0094	1.6	2.5	2.5	7.8	-1.2	1664	35%	2.4	800	.	70%*	i	i	3
- CCC12CN3CCN(CC(C3)/C1=N/NC(N)=O)C2
 : 0.018	-0.22	-0.066	0.89	4.1	1.9	7.5	0.47	1231	10%	-1.1	1107	-10%	-18%	i	i	12
- COCCNC(=O)c1c(N)n(Cc2ccco2)c2nc3ccccc3nc12
 : -0.35	-0.074	-0.29	-0.49	4.8	1.6	4.9	-0.6	1444	12%	-4.4	965	-167%	-2%	i	i	1
- Cc1ccccc1CS(=O)(=O)Cc1ccc(C(=O)N2CCC3(CC2)OCCO3)o1
 : -0.58	-0.41	-0.47	1.7	3.8	1.1	0.2	-0.06	1597	9%	0.1	1442	5%	-26%	.	i	24
- COc1cccc(C(=O)C2CCCN(Cc3cnn(C(C)C)c3)C2)c1 (centres undefined)
 : -0.49	-0.28	-0.11	0.43	3.0	2.2	5.1	1.6	1432	-18%	0.6	1013	-2%	19%	i	i	-6
- O=c1[nH]c(=S)n(-c2ccc(Cl)cc2)c(O)c1/C=N/N1CCOCC1
 : -0.59	-0.3	-0.37	0.96	.	.	.	0.21	1421	2%	-1.9	1153	12%	-16%	i	.	.
- Cc1ccc(-c2c(C#N)c(N)n3c(nc4ccccc43)c2C#N)cc1
 : -0.57	-0.041	-0.38	0.43	4.7	3.1	8.0	-0.1	1277	.	-0.4	992	2%	2.1µM*	i	i	7
- O=C(Nc1cccc(Br)c1)c1c(O)c2c(n(Cc3ccccc3)c1=O)CCCC2
 : -0.44	-0.83	-0.55	0.48	.	.	.	-1	1075	23%	0.1	1248	5%	2%	i	.	.
- Cc1cccc(-n2c(O)c(C)c(=O)[nH]c2=S)c1
 : -0.24	-0.28	-0.19	0.36	2.9	2.6	9.0	-0.77	1621	3%	0.0	940	31%	-21%	i	i	0
- C[C@@]1(CO)[C@H](O)CC[C@@]2(C)[C@H]1CC[C@H]1C[C@@H]3C[C@@]12CC[C@]3(O)CO
 : 0.29	-0.27	0.34	0.45	2.5	1.5	24	.	.	-19%	-4.6	414	4%	-83%	i	i	23
- O=C1NC(=O)N(CCNc2ncc(C(F)(F)F)cc2Cl)C(=O)C1Cc1ccc(Cl)cc1 (centres undefined)
 : -0.71	-0.18	-0.99	0.76	2.0	3.1	9.3	0.06	1203	-7%	-1.2	1050	14%	-40%	i	i	-10
- CCOC(=O)c1cc(CC)sc1/N=C/c1c(O)[nH]c(=S)[nH]c1=O
 : 0.031	-0.3	-0.2	0.16	1.7	3.7	11	-0.13	1210	14%	1.7	828	68%	10%	i	i	8
- COC(=O)N(c1ccc(OC)cc1)P1(=S)OCCC(C)O1 (centres undefined)
 : -0.4	-0.25	0.36	3.6	3.3	2.2	3.7	-0.51	1291	5%	.	.	-2%	-5%	i	i	1
- Cc1c(C=O)c2ccccc2n1Cc1ccccc1F
 : 0.7	-0.23	0.55	-0.042	4.0	1.5	3.3	-0.72	1465	18%	0.8	923	-1%	5%	i	i	7

An excerpt, so the mix of outcomes need not match the whole.
